# Assay outcomes: PubChem, National Center for Advancing Translational Sciences (NCATS)
# WRN inhibitor = WRN helicase (human) inhibition | Q14191 | WRN helicase unwinding, fluorescent forked duplex, kinetic | hit rate 0.46% among 360,000 | AID 651768 | Potency, µM (titrated, usually from 114 µM), for the others: at the top dose activity change, negative = inhibition, actives largely listed as inhibitors; note: potency is the fitted concentration of half-maximal effect; % is set by controls: 0 for no effect and ±100 for the full control effect; nearly all actives have a fitted effect of over 55% in size
#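 Enzyme (20 nM final) and test compound sit together 15 min at room temperature before substrate addition. Substrate is a single-forked duplex oligonucleotide (100 nM) labelled with fluorophore and quencher, with 2 mM ATP; helicase unwinding raises red fluorescence, read kinetically.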
# PI5P4Ka inh = blocks human PI5P4K alpha kinase activity. max response, %. hit rate 1.2% among 330,000. PI5P4Kalpha enzyme, ADP-Glo luminescence, 60 min; hits give low values; active = max response of -50% or lower; inconclusive = between -30% and -50%; inactive = -30% or higher; note: value at the top dose of about 77 µM; % is set by controls: 0 for no effect and ±100 for the full control effect
#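 ADP-Glo luminescence end-point read after a 60 min room-temperature kinase reaction of PI5P4Kalpha plus substrate, initiated with ATP at 5 microM final. Buffer: 0.038 M HEPES pH 7.4, EGTA, 0.1% CHAPS, 5% DMSO.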
# EPAC1 antagonist = antagonists of human EPAC1. O95398. EPAC1 GEF assay, Rap1b-BODIPY-GDP exchange fluorescence. Potency, µM (highest dose often 115 µM), for the others: top-dose activity change, negative = inhibition, most hits filed as inhibitors. hit rate 0.14% among 360,000;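 note: potency is the fitted concentration of half-maximal effect; plate controls were vehicle for no effect and positive control for full effect; nearly all actives have a fitted effect of over 50% in size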
# Target sequence (O95398 whole entry, looked up): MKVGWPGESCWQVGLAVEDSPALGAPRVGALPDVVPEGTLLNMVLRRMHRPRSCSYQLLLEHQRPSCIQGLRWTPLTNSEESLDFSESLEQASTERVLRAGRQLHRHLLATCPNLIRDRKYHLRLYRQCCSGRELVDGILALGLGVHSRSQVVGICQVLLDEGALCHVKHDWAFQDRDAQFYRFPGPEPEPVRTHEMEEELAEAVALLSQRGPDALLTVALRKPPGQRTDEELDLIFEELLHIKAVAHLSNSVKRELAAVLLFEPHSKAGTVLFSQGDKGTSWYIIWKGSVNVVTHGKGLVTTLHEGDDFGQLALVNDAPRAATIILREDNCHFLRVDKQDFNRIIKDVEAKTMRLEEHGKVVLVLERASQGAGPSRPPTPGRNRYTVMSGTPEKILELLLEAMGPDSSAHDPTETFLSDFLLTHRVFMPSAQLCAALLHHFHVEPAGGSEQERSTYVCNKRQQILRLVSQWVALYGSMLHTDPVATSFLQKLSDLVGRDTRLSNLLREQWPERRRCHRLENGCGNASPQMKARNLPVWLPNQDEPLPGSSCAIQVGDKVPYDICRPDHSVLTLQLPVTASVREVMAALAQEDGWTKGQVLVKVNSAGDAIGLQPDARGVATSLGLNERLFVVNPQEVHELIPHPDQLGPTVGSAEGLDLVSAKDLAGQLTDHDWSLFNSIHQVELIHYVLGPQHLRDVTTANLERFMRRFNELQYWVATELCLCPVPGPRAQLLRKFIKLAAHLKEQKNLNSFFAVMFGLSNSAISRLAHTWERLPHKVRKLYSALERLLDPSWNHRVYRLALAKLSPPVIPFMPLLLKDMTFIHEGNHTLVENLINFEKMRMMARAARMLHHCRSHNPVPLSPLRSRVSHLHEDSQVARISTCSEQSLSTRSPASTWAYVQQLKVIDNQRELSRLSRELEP
# EPAC1 agonist = EPAC1 (human) agonism; AID 720707; Potency, µM (doses to about 154 µM), for the others: at the highest dose activation, most hits filed as activators; EPAC1 agonist qHTS, biochemical assay; response scale: 100% = response to 6.5 mM cAMP; hit rate 0.073% among 360,000; note: potency is the fitted concentration of half-maximal effect; nearly all actives have a fitted effect of over 60% in size
#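 Normalized to 6.5 mM cAMP, activity reflects EPAC1-catalysed release of BODIPY-GDP from Rap1B, followed kinetically over 30 min at 480 nm excitation, 540 nm emission. Reaction contained 100 nM EPAC1, 250 nM Rap1B-BODIPY-GDP, 50 uM GDP.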
# aSyn yeast inh = alpha-synuclein toxicity inhibition in yeast; Potency, µM (series often up to 46.1 µM), for the others: at the highest dose growth rescue (activation), most hits filed as activators; hit rate 0.14% among 370,000; Yeast expressing alpha-synuclein, growth rescue, BacTiter-Glo, 24 h; AID 652106; note: potency is the fitted concentration of half-maximal effect; % of control where 0% means no effect; nearly all actives have a fitted effect of over 65% in size
#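 Rescue of yeast growth: cells expressing toxic alpha-synuclein, induced in galactose at OD600 0.02, incubated with compound 24 h at 30 C. ATP luminescence quantified growth; inhibitors of toxicity appear as activators.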
# IL2 activator = activates IL-2 in a cell-based reporter assay; IL-2 activation reporter assay, cell-based qHTS; stimulated with anti-CD3/CD4/CD28 beads; in transgenic mouse T cells; activation, % (series mostly up to about 46 µM); hit rate 0.065% among 360,000; AID 652025; in the data active = activation above about 50%; inconclusive = mostly about 30% to 49%; note: 0% is about no effect
#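 Quantitative HTS in unstimulated transgenic mouse T cells, with memory T cells as non-tolerant control and PMA/ionomycin as tolerance-bypass control. Compound pretreatment lasted 60 minutes before 18 h bead stimulation; EGFP/DsRed fluorescence read.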
# FUS yeast rescue = rescues growth of FUS-expressing yeast; S. cerevisiae FUS-expressing, growth rescue, OD600, 24 h; Potency, µM (titrated, usually from 76.6 µM), inactives show at the top dose growth rescue (activation), most hits filed as activators; hit rate 0.24% among 390,000;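 note: potency is the fitted concentration of half-maximal effect; plate controls were DMSO vehicle for no effect and reference control for full effect; nearly all actives have a fitted effect of over 55% in size; some results filed as inactive show a strong effect at the top dose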
#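 Galactose (2%) drives FUS expression in yeast precultured in raffinose; seeding density OD 0.005. Test compounds incubated 24hr at 30C and 99% humidity before absorbance at 600 nm was measured.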
# PLK1 PBD inh = PLK1 (human) polo-box domain binding inhibition; Plk1 PBD binding of FITC phosphopeptide, fluorescence polarization; AID 720504; hit rate 2.8% among 360,000; Potency, µM, inactives show max response, negative = inhibition, usual class: inhibitors; P53350; note: potency is the fitted concentration of half-maximal effect; series mostly up to about 57 µM; % is set by controls: 0 for no effect and ±100 for the full control effect; nearly all actives have a fitted effect of over 65% in size
# Abeta yeast res = A-beta toxicity reversal in yeast; yeast expressing A-beta42, growth rescue, OD600, 48 h; response scale: 0% DMSO, 100% iron-clioquinol control; Potency, µM (doses to about 46.1 µM), without a hit: at the top dose growth rescue, hits mostly activators; hit rate 0.063% among 410,000; note: potency is the fitted concentration of half-maximal effect; nearly all actives have a fitted effect of over 55% in size
#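 Growth rescue measured by 600 nm absorbance after 48 h yeast culture at 30 C with compound. Values normalized between DMSO and an equimolar ferric chloride plus clioquinol control.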
# Active calls of the source: *; ? = inconclusive; . = no result given; [ ] = dose if it differs, or a comment. Unless noted, calls come from the whole dose curve; as a rule, active = well fitted curve in the direction sought with a large enough effect; inconclusive = small, poorly fitted or top-dose-only effect, or another doubt; inactive = no such curve, though single readings can be large; an effect the other way counts as inactive or inconclusive.
SMILES,WRN inhibitor,PI5P4Ka inh,EPAC1 antagonist,EPAC1 agonist,aSyn yeast inh,IL2 activator,FUS yeast rescue,PLK1 PBD inh,Abeta yeast res
NC(=O)c1ccc(NC(=O)COC(=O)CCCOc2ccccc2)cc1,3%,-4,10%,-7%,1%,1.3,25%,2%,6%
CN(C)C(CNC(=O)c1ccc(S(=O)(=O)Nc2cccc(C(F)(F)F)c2)cc1)c1ccco1 (stereo not drawn),16%,1,18%,-2%,-2%,-2.2,16%,-5%,-16%
O=C(COc1ccccc1)N1CCN=C1SCc1ccc(F)cc1,-15%,9,-14%,-6%,9%,-2.5,37%,0%,24%
Cc1ccc(NC(=O)C2CCN(S(=O)(=O)c3ccc(C(C)(C)C)cc3)CC2)cc1S(=O)(=O)N1CCOCC1,0%,-8,6%,-16%,?,0.7,?,-1%,9%
CCOc1ccc(-n2c(N)c(C(=O)NCc3cccnc3)sc2=S)cc1,1%[57.1 µM],6,0%,2%,1%,-1.0,4%,27µM*,6%
COc1ccc(OCC(=O)Nc2cc(-c3nn(C)c(=O)c4ccccc34)ccc2OC)cc1,-29%,2,-24%,8%,0%,-0.5,41%,-14%,-14%
CCn1c(C)nc2cc(OC)ccc21,-2%,4,12%,3%,-8%,0.7,1%,-8%,-11%
Cc1cccn2cc(CNS(=O)(=O)c3cccc(F)c3)nc12,5%,-8,?,-11%,-6%,-3.2,-10%,0%,-1%
COc1ccc(C(=O)Nc2ccnn2C2CCN(C(=O)c3cccnc3)CC2)cc1,-16%,-9,-3%,3%,1%,1.7,7%,-1%,1%
O=C(CN1C(=O)CCC1=O)Nc1nc(-c2ccccn2)cs1,-2%,-4,12%,-14%,-3%,-2.5,2%,-13%,-4%
COc1ccc(-c2noc(CSc3nc4sc(C)c(C)c4c(=O)n3-c3ccccc3)n2)cc1OC,-13%,.,1%,2%,1%,0.4,-13%,-1%,3%
CCCc1nnc(NC(=O)c2ccc([N+](=O)[O-])cc2)s1,-5%[57.1 µM],1,13%,11%,2%,0.5,2%,4%,16%
CCOC(=O)c1oc2ccccc2c1NC(=O)CCl,-10%,0,-7%,-12%,4%,-1.1,20%,-1%,-28%
COc1cc(C(=O)Nc2ccc3c(c2)OCCO3)ccc1OC(F)F,-5%,.,-4%,11%,-4%,0.3,33%,0%,-5%
COc1ccccc1NC(=O)CN1CCN(c2ccc(F)cc2)CC1,-1%,0,0%,6%,-2%,-0.5,19%,24µM*,-6%
CCn1c(=S)[nH]c2cc(Cl)ccc21,1%,-4,-27%,6%,5%,0.7,-20%,-9%,13µM*
CCCCCCCNC(=O)C1(CC2CC(c3ccccc3)=NO2)CCN(C(=O)c2ccccc2)CC1 (stereo not drawn),-5%,-1,-15%,-8%,-12%,-1.3,43%,?,4%
COC(=O)c1ccc(COC(=O)CCS(=O)(=O)c2ccc(C)cc2)cc1,?,0,-2%,4%,1%,5.7,16%,-7%,-22%
COc1cc(/C=N/Nc2ccc(Cl)c(C(=O)O)c2)ccc1OCC(=O)N1C(C)CCCC1C (stereo not drawn),-12%,1,10%,2%,-7%,1.4,27%,?,0%
CC(=O)N(c1cccc(C(F)(F)F)c1)c1nc(/C=C/C(=O)O)cs1,-1%,1,10%,5%,2%,-0.1,12%,2%,20%
COc1cc(OC)c(OC)cc1/C=N/Nc1nc2ccccc2[nH]1,-3%,-13,-4%,-4%,-4%,-0.1,16%,-10%,-7%
CCCCn1nc(C(=O)Nc2ccc(-n3cnnn3)cc2)c2ccccc2c1=O,-7%,9,-15%,10%,-2%,0.8,-2%,-2%,-5%
CC(=O)c1cccc(NC(=O)C(C)OC(=O)c2ccc(-n3cnnn3)cc2)c1 (stereo not drawn),-1%,-8,0%,0%,-2%,-3.3,19%,-4%,-2%
CS(=O)(=O)N1CCC(C(=O)Nc2ccc(C(N)=O)cc2)CC1,-7%,3,8%,14%,3%,-4.8,-21%,2%,-5%
O=C(NCCn1ccc2ccccc21)c1ccc2c(c1)OCO2,5%,3,-2%,11%,2%,-3.3,-15%,-14%,-9%
NCc1csc(Nc2cc(Oc3ccccc3)ncn2)n1,18%,8,-13%,-3%,-11%,-0.3,-8%,-3%,-15%
CCC1CCCCN1CCCNC(=O)c1ccc2c(c1)NC(=O)CN2C (stereo not drawn),-3%,1,14%,-4%,2%,-0.7,18%,-10%,-7%
OCC1(CCOc2ccccc2)CCN(Cc2ccc3c(c2)OCCO3)CC1,-1%,-2,-7%,1%,4%,0.1,1%,2%,-7%
CCC(C)NC(=O)Cn1c(-c2ccccc2)cc(C(C)=O)c1C (stereo not drawn),-2%,2,-2%,15%,3%,-0.1,-9%,3%,2%
CC1(C(=O)NS(=O)(=O)c2cccs2)CCN1C(=O)C1CCCCC1 (stereo not drawn),0%,-1,-2%,-8%,0%,2.8,-17%,-6%,-3%
Cc1nn(-c2cc(Cl)ccc2N)c(=O)c2ccccc12,3%,.,0%,0%,5%,-1.2,2%,-11%,-3%
CC1CCN(C(=O)COC(=O)COc2ccccc2C#N)CC1,3%,-2,17%,9%,-1%[1.84 µM],-0.7,-3%,-3%,-3%
C[C@H](CO)N1C[C@H](C)[C@H](CN(C)C(=O)Cc2cccnc2)Oc2ncc(Br)cc2C1=O,-2%,-3,7%,15%,-32%[inhibitor],2.5,-9%,-7%,7%
COc1ccc(C2C(C#N)=C(N)Oc3n[nH]c(-c4ccccn4)c32)c(OC)c1OC (stereo not drawn),6%,-13,0%,2%,-15%,-0.8,-1%,-2%,?
COc1ccccc1CNC(=O)/C=C/C(=O)O,0%,-7,-9%,1%,-13%,-3.5,19%,-6%,-13%
O=C(COc1ccccc1)N=C1SC2CS(=O)(=O)CC2N1c1ccccc1 (stereo not drawn),5%,7,2%,-7%,3%,-0.5,44%,-7%,13%
COC(=O)[C@@H](Cc1c[nH]c2ccccc12)NC(=O)CNC(=O)c1ccccc1OC,-25%,1,-6%,-1%,-2%,1.0,10%,-3%,-7%
C=C(C)CNC(=S)N/N=C/c1ccc([N+](=O)[O-])cc1,-3%,-4,-12%,-4%,6%,0.3,-33%,7%,?
COc1cc(OC)cc(C(=O)NC(=S)Nc2cc3oc4ccccc4c3cc2OC)c1,-6%,-7,-19%,9%,-7%,0.8,2%,-10%,9%
CCCc1cc(=O)n2[nH]c(-c3ccc(C)cc3)cc2n1,-11%,-22,7%,5%,-1%,0.2,21%,0%,8%

# An excerpt from above in order of the PI5P4Ka inh value, falling:
molecule,WRN inhibitor,PI5P4Ka inh,EPAC1 antagonist,PLK1 PBD inh
C=C(C)CNC(=S)N/N=C/c1ccc([N+](=O)[O-])cc1,-3%,-4,-12%,7%
COc1cc(OC)cc(C(=O)NC(=S)Nc2cc3oc4ccccc4c3cc2OC)c1,-6%,-7,-19%,-10%
COc1ccc(C2C(C#N)=C(N)Oc3n[nH]c(-c4ccccn4)c32)c(OC)c1OC (stereo not drawn),6%,-13,0%,-2%

# The results go on.
SMILES,WRN inhibitor,PI5P4Ka inh,EPAC1 antagonist,EPAC1 agonist,aSyn yeast inh,IL2 activator,FUS yeast rescue,PLK1 PBD inh,Abeta yeast res
CCn1cc([N+](=O)[O-])c(C(=O)N2CCCc3ccccc32)n1,-1%,6,-26%,0%,-1%,-1.5,6%,-10%,7%
Cc1nnc(NC(=O)c2c(-c3ccccc3)noc2C)s1,2%,-6,-2%,-6%,8%,-0.1,6%,-6%,-7%
O=C(Nc1ncccn1)c1cccs1,-1%,-2,-5%,-1%,9%,0.8,-15%,0%,2%
CC(C)(C)NC(=O)C(c1ccc(Cl)cc1)N(Cc1ccco1)C(=O)CCl (stereo not drawn),1%,0,-3%,-4%,1%,-1.5,-3%,-21%,3%
O=C(Nc1cccc(C(F)(F)F)c1)c1cnccn1,-2%,1,-2%,5%,-1%,2.4,-16%,-6%,-15%
NC(=O)NC(CC(=O)N1CCc2ccccc2C1)c1ccc(Cl)cc1 (stereo not drawn),-24%,-6,-26%,-1%,1%,1.8,8%,-3%,-13%
O=C(NCc1ccc2c(c1)OCO2)c1cccc(C(=O)NCc2ccc3c(c2)OCO3)c1,-1%,3,-8%,5%,-1%,-0.6,7%,-7%,-6%
COc1cccc2cc(C(=O)NC3CC4CCC3C4)oc12 (stereo not drawn),-2%,1,1%,7%,-13%,-2.7,-5%,-15%,2%
O=C(Cc1ccccc1[N+](=O)[O-])OCN1C(=O)c2ccccc2C1=O,11%,1,0%,-13%,-2%,-0.1,-4%,-1%,2%
CC(C)(C)c1ccc(C2=CC(c3ccccc3F)n3ncnc3N2)cc1 (stereo not drawn),2%,2,-12%,3%,1%,0.2,?,-19%,-1%
Cc1ccccc1CNC(=O)c1ccccc1NS(C)(=O)=O,2%,-6,-24%,-1%,-1%,0.9,23%,-11%,-7%
C=CCOn1c(C)c(C(C)=O)c2c3nonc3ccc21,-22%,-8,1%,0%,15%,0.6,19%,-11%,-11%
COc1ccc(/C=C(/NC(=O)c2ccccc2)C(=O)NC(Cc2c[nH]c3ccccc23)C(=O)O)cc1 (stereo not drawn),1%,-1,4%,-10%,-5%,-2.4,13%,-1%,1%
CC(=O)c1ccc(S(=O)(=O)Nc2ccc(C(=O)NC3CC3)cc2)cc1,-10%,-6,-9%,10%,-4%,-5.1,17%,-14%,-5%
O=C(NCCc1ccccc1)C(=O)c1c(-c2ccccc2)cc2ccccn12,3%,-8,-14%,5%,7%,-0.8,.,-4%,-6%
COc1ccccc1Oc1ccnc2cc(Cl)ccc12,-5%,7,-17%,-1%,-9%,6.0,2%,-2%,-10%
CC1(C)CC(=O)C(C=Nc2ccc3[nH]ncc3c2)=C(O)C1,-8%,.,-3%,2%,8%,-2.1,16%,1%,16%
Cc1ccc2nc(-c3cccnc3SCC(=O)N3c4ccccc4CC3C)[nH]c2c1 (stereo not drawn),-21%,.,5%,0%,0%,-0.1,19%,-1%,12%
